# H9c2 protect: protects H9c2 cardiomyocytes from peroxide injury | H2O2 injury protection, ATPLite, 2 h | protection from H2O2 cell death, % at 20 µM | 360,000 compounds, 0.63% hits | AID 588492;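 active means compounds giving at least 50% protection of heart cells from peroxide-induced death in the single-dose screen, raw or plate-pattern-corrected value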;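 further: 0% = DMSO wells with peroxide and 100% = DMSO wells without peroxide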
# ABCB6 inh MLPCN: inhibitors of human ABC transporter ABCB6 | Q9NP58 | K562-ABCB6 porphyrin accumulation, flow cytometry, 1 h; active compounds read low | fluorescence ratio to DMSO, % at 10 µM | 360,000 compounds, 0.19% hits;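 active means fluorescence ratio to DMSO below 75%, the collection mean minus 3 SD; inconclusive means too few cells collected in the well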;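 further: signal is porphyrin accumulated inside mitochondria; 100% equals median channel fluorescence of DMSO control wells; lower ratio means ABCB6 inhibition with less porphyrin fluorescence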
# Target sequence (Q9NP58 whole entry, looked up): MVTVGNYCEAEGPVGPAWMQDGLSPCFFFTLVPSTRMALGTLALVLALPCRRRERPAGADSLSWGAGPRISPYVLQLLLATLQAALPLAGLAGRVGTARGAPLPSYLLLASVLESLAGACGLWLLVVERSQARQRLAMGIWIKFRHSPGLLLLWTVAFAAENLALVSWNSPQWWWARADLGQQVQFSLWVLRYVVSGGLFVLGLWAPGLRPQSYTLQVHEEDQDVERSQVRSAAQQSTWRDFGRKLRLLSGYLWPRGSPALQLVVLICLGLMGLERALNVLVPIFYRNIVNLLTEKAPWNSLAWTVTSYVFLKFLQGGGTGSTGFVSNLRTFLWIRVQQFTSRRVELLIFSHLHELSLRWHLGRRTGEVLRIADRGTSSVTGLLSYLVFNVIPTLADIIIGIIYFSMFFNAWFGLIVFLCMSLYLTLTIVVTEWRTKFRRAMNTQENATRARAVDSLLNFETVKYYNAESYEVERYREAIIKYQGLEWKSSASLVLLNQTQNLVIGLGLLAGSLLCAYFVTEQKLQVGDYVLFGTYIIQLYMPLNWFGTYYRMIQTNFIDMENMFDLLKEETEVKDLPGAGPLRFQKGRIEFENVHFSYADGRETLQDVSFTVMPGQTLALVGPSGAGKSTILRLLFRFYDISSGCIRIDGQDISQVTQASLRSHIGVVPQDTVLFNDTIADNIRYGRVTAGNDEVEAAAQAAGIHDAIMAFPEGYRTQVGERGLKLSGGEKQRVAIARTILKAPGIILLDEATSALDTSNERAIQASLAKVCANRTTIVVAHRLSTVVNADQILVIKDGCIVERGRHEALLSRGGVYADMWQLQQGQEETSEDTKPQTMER
# HTR2A ag: activates the mouse 5-HT2A serotonin receptor; 360,000 compounds, 0.66% hits; CHO-K1 mHTR2A beta-arrestin complementation, luminescence; percent of 30 µM serotonin response; activation, % at 7.6 µM;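 active means activation above a run cutoff, the mean activation of all tested compounds plus 3 SD, cut at about 14% in these data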;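 further: 0% = plate median of compound wells and 100% = 30 µM serotonin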
# N-glyco inh: N-linked glycosylation inhibition; D54 ERlucT glycosylation luciferase reporter, 24 h; percent of 100 nM tunicamycin response; reporter increase, % at 12.5 µM; 360,000 compounds, 0.23% hits; AID 588692;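 active means mean luciferase reporter signal, scaled so untreated is 0 and the glycosylation-blocking control 100, at or above a set limit in every replicate; inconclusive means mean reaches the limit but not every replicate does; inactive means mean below the limit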;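 further: luciferase carries N-glycosylation sites so blocking glycosylation raises the light; 0% = median of neutral control wells and 100% = median of 100 nM tunicamycin wells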
# aDG glyco act: increases alpha dystroglycan glycosylation; activation, % at 10 µM; Pro5-aDG cells, alpha-DG glycosylation AlphaScreen (IIH6); 0% Pro5, 100% B10-LARGE cell signal; 360,000 compounds, 0.22% hits;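 active means activation of at least 8% versus controls, or a plate z-score of at least 8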;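 further: Pro5 are CHO cells carrying HIG-tagged alpha-DG that lacks glycosylation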
# hiPSC survival: hiPSC single-cell survival enhancement | 360,000 compounds, 0.044% hits | survival enhancement, % at 20 µM | ATPlite luminescence; 100% = ROCK inhibitor wells, 0% = DMSO; in the data active means survival enhancement above about 18%;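 further: cells exposed to compounds for 16 hours before the ATP read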
# MC4R ag barr: activates human MC4R beta-arrestin recruitment; P32245; U2OS MC4R beta-arrestin complementation, luminescence; percent of melanotan II response, DMSO zero; activation, % at 8.9 µM; 360,000 compounds, 0.98% hits;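 active means activation above a per-plate cutoff, the mean activation of sample wells on that plate plus 3 SD, cut at about 8% in these data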
# ABHD5 PLIN5 PPI: ABHD5-PLIN5 protein interaction inhibition; Q00G26+Q8WTS1; Split G. princeps luciferase complementation, luminescence, 4 h; inhibition, % at 4 µM; 360,000 compounds, 0.78% hits;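 active means inhibition above the mean inhibition across every tested compound plus 3 SD, cut at about 22% in these data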;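 further: 0% = DMSO only wells and the 100% control is not disclosed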
# MC4R antagonist: human MC4R antagonism in cAMP assay. P32245. MC4R-expressing cells, MTII-stimulated cAMP, LANCE TR-FRET. inhibition, % at 6.5 µM. 360,000 compounds, 0.48% hits. AID 540295;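 active means inhibition above its plate's cutoff, the mean of tested wells on that plate plus 3 SD, cut at about 29% in these data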;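 further: 0% = Melanotan II alone and 100% = Melanotan II plus saturating MCL0020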
#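 Assay system: human MC4R-expressing U2OS cells; reagent: Melanotan II stimulation of cells; dosing: 6.5 µM single dose; timing: compound 30 min, challenge 1 h, detection 1 h; signal: TR-FRET cAMP assay; replicates: one well per compound, no replicates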
# Granule exo inh: blocks lytic granule exocytosis | TALL-104 LAMP-1 surface exposure, flow cytometry; cells stimulated with thapsigargin and PMA | inhibition, % at 10 µM | 360,000 compounds, 0.66% hits | AID 651702;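 active means inhibition above about 55%, limit read from the data; inconclusive means no clear call, values can overlap the other calls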
# * hit, by the source's call; ? = inconclusive; . = no result given.
molecule	aDG glyco act	ABCB6 inh MLPCN	hiPSC survival	MC4R ag barr	H9c2 protect	N-glyco inh	Granule exo inh	ABHD5 PLIN5 PPI	MC4R antagonist	HTR2A ag
O=C(/C=C/c1ccc(Cl)cc1)NCc1ccncc1	0.0	97	-0.9	0.7	4	2	-2	10	-13	6
Cc1c(NS(=O)(=O)c2cc([N+](=O)[O-])ccc2Cl)c(=O)n(-c2ccccc2)n1C	-0.1	100	1.2	-3.5	19	1	3	2	7	4
CN1c2ccsc2/C(=N/Nc2ccccc2)CS1(=O)=O	-0.3	106	-0.9	-0.7	-8	-1	16	0	-4	-1
O=C(CCC1CCCN(Cc2ccc3c(c2)CCO3)C1)NCc1ccc(F)c(F)c1 (stereo not drawn)	-0.2	104	-0.9	-1.9	6	-2	-12	2	-2	-5
CC(C)CNC(=O)C(=O)NNC(=O)c1ccco1	-0.4	100	-0.7	-1.1	2	2	-3	0	3	-1
COC(=O)CN1C(=O)Nc2ccc(Br)cc2C1c1ccccc1 (stereo not drawn)	-0.1	92	1.2	0.8	-7	-1	6	2	5	-1
N#CCc1nc2n(n1)Cc1ccccc1-2	-0.3	102	-1.4	2.2	3	1	9	4	-3	3
CC(=O)Oc1ccc(S(=O)(=O)c2ccc(OC(C)=O)cc2)cc1	0.0	98	0.1	0.2	2	1	2	-6	1	0
N#Cc1cnn2cc(-c3ncc(C(F)(F)F)cc3Cl)cnc12	0.2	99	-1.9	1.5	59*	0	-3	0	8	1
CCC1(C)CC(c2csc(N)n2)CCO1 (stereo not drawn)	-0.2	98	0.9	0.9	3	-1	7	-2	1	0
c1coc(-c2cc3nc(NC4CCCCC4)ccn3n2)c1	-0.1	79	-2.4	-1.4	-2	-7	-31	5	-3	-3
O=C(c1cc(=O)[nH]c2ccccc12)N1CCN(S(=O)(=O)c2ccc3ccccc3c2)CC1	-0.4	100	2.7	1.1	103*	3	1	10	-2	0
CCOC(=O)C1(CC)Oc2ccccc2C(c2ccc(OC)cc2)=C1C(=O)OC (stereo not drawn)	-0.2	95	0.8	3.4	-11	-4	-3	-7	8	0
COc1ccc(C(=O)NCC(c2ccco2)N2CCCC2)cc1S(=O)(=O)N1CCCCC1C (stereo not drawn)	0.4	101	-0.4	-1.8	8	-2	-2	2	1	0
COc1ccc(NC(=O)c2ccccc2N(Cc2ccccc2)S(C)(=O)=O)cc1	-0.1	101	-0.7	-1.4	14	0	1	3	17	-2
CCOC(=O)Cc1cc(=O)c2cc(C)ccc2[nH]1	-0.1	105	-0.5	-1.5	2	1	-2	0	3	-2
O=C(CNC(=O)c1ccccc1F)NC1=NCCS1	-0.1	104	1.8	-1.2	0	-1	-4	-5	5	3
CN1CCN(C(=O)c2cccc(-c3cc(O)c4ncccc4c3)c2)CC1	1.5	95	-1.4	-0.1	36	-2	1	8	5	-8
COc1cc(C(=O)N2CCN(C3CCCCC3)CC2)cc(OC)c1OC	0.1	92	-0.5	-1.8	10	3	-10	-5	0	15*
CN1CC(=O)N(CC(=O)Nc2ccc(SC(F)F)cc2)C1=O	-0.1	100	0.5	-2.5	3	2	-5	0	8	-1

# A different layout for some results above:
# Second line of a record – aDG glyco act | ABCB6 inh MLPCN | hiPSC survival | MC4R ag barr | H9c2 protect | N-glyco inh | Granule exo inh | ABHD5 PLIN5 PPI | MC4R antagonist | HTR2A ag
O=C(CCC1CCCN(Cc2ccc3c(c2)CCO3)C1)NCc1ccc(F)c(F)c1 (stereo not drawn)
→ -0.2 | 104 | -0.9 | -1.9 | 6 | -2 | -12 | 2 | -2 | -5
N#CCc1nc2n(n1)Cc1ccccc1-2
→ -0.3 | 102 | -1.4 | 2.2 | 3 | 1 | 9 | 4 | -3 | 3

# The listing continues.
molecule	aDG glyco act	ABCB6 inh MLPCN	hiPSC survival	MC4R ag barr	H9c2 protect	N-glyco inh	Granule exo inh	ABHD5 PLIN5 PPI	MC4R antagonist	HTR2A ag
O=C(CSc1nc2ccccc2[nH]1)Nc1nc(-c2ccc(Br)cc2)cs1	0.2	99	-0.6	6.2	-15	-3	22	-1	3	2
CCCN(CCC)CCCNC(=O)c1cc2c(=O)[nH]c3ccccc3c2n1C	-0.1	92	-0.5	-1.6	3	1	0	-2	6	-2
CCOc1ccc(N2C(=O)C3C(c4ccccc4)=NN(c4ccccc4)C3C2=O)cc1 (stereo not drawn)	0.2	96	3.7	0.2	-6	-1	-3	-3	-6	4
Cc1nc2ccc(OC(=O)c3ccccc3)cc2s1	0.1	97	0.1	0.2	-7	5	-1	0	1	2
CCN1CCN(C(=O)/C=C/c2ccc(OC)c(OC)c2)CC1	-0.1	102	-0.7	-1.9	2	-3	13	-10	3	-4
COc1ccc(C(=O)NC(=S)N2CCN(C)CC2)cc1Br	0.2	107	-1.0	-0.8	0	2	0	0	15	1
COc1ccccc1CCC(=O)Nc1ccc2c(c1)c(=O)n(C)n2Cc1ccc(F)cc1	0.3	96	1.8	-0.1	-6	15	6	2	-16	-3
CCCc1c(C(=O)N/N=C/c2cccc(OCc3ccc(F)cc3)c2)nnn1-c1nonc1N	0.1	100	-0.4	-1.4	-10	-1	24	4	14	0
O=C(c1cc(Br)c(Br)s1)N1CCOCC1	-0.2	100	0.1	-2.8	-2	0	-6	4	0	-1
CCOc1ccc2c(=O)c(Oc3ccccc3OCC)coc2c1	0.4	95	6.8	-1.1	-4	0	-3	4	-3	1
CCN(CC)S(=O)(=O)c1ccc2c(c1)[nH]c(=S)n2CC	-0.4	89	0.5	1.8	-5	4	-2	-2	1	7
COc1ccc(NC(=O)C2CCN(C(=O)C3CC(=O)N(c4ccc(C)cc4)C3)CC2)c(OC)c1 (stereo not drawn)	-0.1	97	-0.4	-1.4	2	2	69*	5	14	4
C=CCN(CC(=O)NC1CC1)S(=O)(=O)c1cccc(C(F)(F)F)c1	-0.1	115	-0.4	0.5	1	1	10	5	2	3
CCOc1ccccc1CNc1ccc(N2CCOCC2)c(C(=O)O)c1	-0.1	98	9.7	-2.2	-1	3	-3	0	6	-1
C=CCN1C(=O)/C(=c2\sc3nc(=O)c(Cc4ccccc4)nn3c2=O)c2ccccc21	0.0	103	-0.6	-1.7	9	0	-7	-7	16	-4
COc1ccc(Cl)cc1NC(=O)CN(C)C(=O)C1CCN(C(=O)Nc2ccccc2)CC1	0.0	96	-1.5	-1.6	2	2	1	4	3	1
O=C(Nc1nc(-c2cccs2)cs1)c1ccc(S(=O)(=O)N2CCCCC2)cc1	0.2	97	0.4	-1.6	-20	-5	2	-9	0	-10
COc1ccc(/C=N/NC(=O)C2C3CCCCC32)cc1OC (stereo not drawn)	-0.1	98	0.5	-2.1	-1	-2	6	-8	5	1
COc1cccc(-c2nnc(SC(C(=O)c3c[nH]c4ccccc34)c3ccccc3)n2C)c1 (stereo not drawn)	0.7	100	1.0	1.8	-6	-3	4	6	12	1
COc1cc2ccc(=O)oc2cc1O	0.0	100	0.8	1.6	5	4	-2	4	13	-3
CCN(CC)c1ccc(S(=O)(=O)N2CCOCC2)cc1NC(=O)Nc1ccccc1	-0.1	99	-1.9	-1.6	1	1	12	0	14	-4
CCC1CCCCN1CCCNC(=O)Cn1c(=O)c2cccn2c2cccnc21 (stereo not drawn)	-0.1	102	0.2	-2.8	-2	1	-5	-13	3	-2
Cc1cc(CSc2ccccc2)ccc1NC(=O)c1ccc(Br)cc1	0.2	98	0.6	9.9*	-24	-3	2	-3	-4	3
Cc1cc(C(=O)OCC(=O)Nc2ccccc2C)c(C)o1	-0.2	93	-2.7	-1.4	4	1	-3	4	10	10
Cn1c(NCc2ccco2)nc2c1c(=O)n(Cc1ccc(Cl)c(Cl)c1)c(=O)n2C	0.2	100	-0.3	0.7	0	-9	9	7	-1	2
O=[N+]([O-])c1ccc(Nc2ccccc2O)c2nonc12	0.0	99	0.5	-2.5	-16	1	-7	5	-1	-6
O=[N+]([O-])c1ccccc1S(=O)(=O)NC1CCCC1	0.2	102	-0.4	-0.9	2	3	1	3	11	8
COc1ccc(/C(O)=C2\C(=O)C(=O)N(CCN(C)C)C2c2cccc(OC)c2OC)cc1 (stereo not drawn)	-0.2	99	0.7	-1.6	5	2	1	4	2	-2
CCOc1ccccc1CN1CCN(Cc2[nH]c3ccccc3c2C)CC1CCO (stereo not drawn)	-0.3	105	1.1	4.5	5	-2	67*	27*	7	-11
CCNC(=S)N/N=C/c1cccs1	0.2	89	-2.6	0.2	8	-2	4	-3	21	-1
Cn1cc(/C=C(\NC(=O)c2ccccc2Cl)C(=O)NCCN2CCOCC2)c2ccccc21	0.0	105	-0.2	-0.9	-1	3	7	-1	0	5
CCn1ccnc1CNC(=O)CC1C(=O)NCCN1CCCc1ccccc1 (stereo not drawn)	0.0	106	-0.2	-0.8	-2	.	0	5	0	0
Cc1cc2ncn(C(=O)N3CCCCCC3)c2cc1C	0.0	92	-1.0	-2.4	10	-1	0	2	10	0
CCN(CC)C(=O)Cn1cc(S(=O)(=O)CC(=O)Nc2ccc3c(c2)OCCO3)c2ccccc21	-0.1	97	0.0	-1.7	-7	1	5	2	10	-3
Cc1ccc(S(=O)(=O)NC(=O)Nn2c(C)nnc2C)cc1	0.1	106	-0.1	-0.5	13	-2	0	-3	11	3
O=C(CNC(=O)c1cccc(Cl)c1)NCC(c1cccs1)N1CCOCC1 (stereo not drawn)	0.0	94	-0.3	0.6	7	1	20	16	8	-11
CCOc1ccc(-c2ncncc2-c2ccc(OC)cc2)c(O)c1	0.7	106	2.3	-1.4	-9	-3	-2	7	0	3
CCCC(c1nnnn1Cc1ccc(F)cc1)N1CCN(C2CCCCC2)CC1 (stereo not drawn)	-0.5	100	-1.6	1.0	24	-2	17	2	2	-3
O=C(O)COc1ccccc1/C=N/NC(=O)CSc1nc2ccccc2c(=O)n1-c1ccccc1	0.1	97	0.3	0.7	2	1	-2	-3	0	3
O=c1cc(-c2ccccc2)[nH]c2cc(F)ccc12	0.0	100	-1.2	-1.5	0	?	5	6	-13	8
CCc1noc(C)c1C(=O)N(CCCOC)c1c(N)n(Cc2ccccc2)c(=O)[nH]c1=O	-0.2	98	-0.3	0.2	4	1	2	0	8	-5
CCCn1c(O)c2ccc(C(=O)N=NC(=O)c3cccnc3)cc2c1O	0.1	93	-1.3	-1.0	5	3	-1	-5	0	21*
COC(=O)C1=C(C(=O)OC)[C@@H]2N(Cc3ccccc3)c3ccccc3[C@@]23C[C@@H](C(=O)OC)N(C(C)=O)C3=N1	-0.1	96	-1.8	-1.7	12	1	-4	-4	6	-5
CCC(=O)N1CCN(c2nc3ccc(Br)cc3s2)CC1	0.1	99	-0.5	-3.1	-8	-1	2	0	16	-1
COc1ccc(Cc2nnc(NC(=O)Cn3cnc4c3c(=O)n(C)c(=O)n4C)s2)cc1	-0.3	100	-1.5	-2.1	10	1	-6	-6	7	8
O=C(Nc1ccc(Nc2ccccc2)cc1)N1CCOCC1	-0.2	103	3.9	-0.9	-8	4	0	-20	-8	-5

# High-throughput results: PubChem BioAssay, several laboratories
